# KOR antag MB: blocks the human kappa opioid receptor, Maybridge compounds. 16,000 tested, 0.4% active. inhibition, % at 9 µM. OPRK1 cells, antagonist mode, fluorescence readout. P41145. AID 652031; in the data active = inhibition above about 50%
# Target sequence (P41145 whole entry, looked up): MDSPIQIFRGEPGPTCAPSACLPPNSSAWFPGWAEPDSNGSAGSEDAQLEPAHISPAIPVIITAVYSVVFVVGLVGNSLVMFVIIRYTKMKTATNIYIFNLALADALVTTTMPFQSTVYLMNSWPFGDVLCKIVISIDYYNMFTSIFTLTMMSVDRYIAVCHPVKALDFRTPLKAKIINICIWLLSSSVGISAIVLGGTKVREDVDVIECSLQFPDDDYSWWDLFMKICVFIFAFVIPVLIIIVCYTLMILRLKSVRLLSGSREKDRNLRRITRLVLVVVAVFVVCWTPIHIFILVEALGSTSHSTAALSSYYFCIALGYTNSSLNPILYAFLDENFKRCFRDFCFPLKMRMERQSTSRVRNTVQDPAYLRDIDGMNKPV
# luminol inh ctr: counter-screen for Nox1 inhibitors: inhibitors of luminol chemiluminescence; HRP/luminol/H2O2 chemiluminescence counterscreen; inhibition, % at 6.7 µM; 16,000 tested, 0.4% active; AID 1823; note: reference of the scale not given here
# Nox1 inh: blocks human NADPH oxidase 1 activity; HT29 cells, luminol chemiluminescence ROS; Q9Y5S8; 16,000 tested, 0.81% active; inhibition, % at 6.7 µM
# Target sequence (Q9Y5S8 whole entry, looked up): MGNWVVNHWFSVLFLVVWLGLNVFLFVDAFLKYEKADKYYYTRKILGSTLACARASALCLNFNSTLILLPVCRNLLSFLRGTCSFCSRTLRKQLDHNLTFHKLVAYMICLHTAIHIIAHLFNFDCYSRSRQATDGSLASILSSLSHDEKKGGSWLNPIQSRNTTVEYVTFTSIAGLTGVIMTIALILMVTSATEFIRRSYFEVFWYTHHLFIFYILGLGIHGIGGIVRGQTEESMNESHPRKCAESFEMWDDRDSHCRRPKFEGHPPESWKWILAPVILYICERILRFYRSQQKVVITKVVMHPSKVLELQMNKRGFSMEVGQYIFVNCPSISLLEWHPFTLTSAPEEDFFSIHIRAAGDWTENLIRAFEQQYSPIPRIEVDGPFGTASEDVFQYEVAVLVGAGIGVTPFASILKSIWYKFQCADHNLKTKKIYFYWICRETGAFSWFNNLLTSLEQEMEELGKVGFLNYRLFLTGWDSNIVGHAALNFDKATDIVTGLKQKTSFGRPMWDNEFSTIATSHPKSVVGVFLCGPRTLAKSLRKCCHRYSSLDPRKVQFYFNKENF
# rat GALR2 ag: agonists of rat galanin receptor 2 (GALR2); cell-based GALR2 agonist screen; 16,000 tested, 0.5% active; activation, % at 10 µM; O08726; in the data active = activation above about 15%
# S1P1 ag: S1P1 (human) receptor agonism; P21453; S1P1 agonist cell-based reporter assay; activation, % at 4.5 µM; 16,000 tested, 1.5% active; AID 1044; in the data active = activation above about 80%
# PME-1 Maybr inh: PME-1 (human) inhibition, Maybridge primary screen; Q9Y570; recombinant PME-1, FP-Rh probe fluorescence polarization; inhibition, % at 9 µM; 16,000 tested, 0.5% active; AID 2291; in the data active = inhibition above about 30%
# TLR4 MyD88 blk: inhibitors of human TLR4-MyD88 binding; O00206; 16,000 tested, 0.06% active; inhibition, % at 10 µM; Cell-based TLR4-MyD88 binding inhibition assay; in the data active = inhibition above about 45%
# NOTCH ag: NOTCH pathway agonism. NOTCH signaling luciferase reporter cells, luminescence. 15,000 tested, 0.4% active. activation, % at 2.5 µM. AID 434982; in the data active = activation above about 2.2%
# The depositor's hits bear a star; nt = no result given. Cut-off read from the data, not from the text of the source, unless noted: active = inhibition above about 75%; inactive = the rest.
[1] Cc1nc(C(N)=NC(=O)c2ccccc2)cs1
[2] COC(=O)c1cc(OC)c(OC)cc1N(C)S(C)(=O)=O
[3] O=C1c2ccccc2C(=O)N1/N=C/c1ccc([N+](=O)[O-])s1
[4] N/C(=N/c1ccccn1)c1ccc(Cl)cc1
[5] COC(=O)c1sccc1N1C(=O)C=CC1=O
Screen / compound no.	1	2	3	4	5
KOR antag MB	18	-18	9	6	4
luminol inh ctr	-1	3	1	2	3
Nox1 inh	-48	-34	-34	-47	-26
rat GALR2 ag	-3	-2	-4	-6	-10
S1P1 ag	-20	13	2	1	4
PME-1 Maybr inh	-1	-2	1	2	-5
TLR4 MyD88 blk	2	-3	-14	7	0
NOTCH ag	-0.3	-1.1	0.8	-0.7	0.2

[6] O=S(=O)(Cc1ccc(Cl)cc1Cl)C1CCCCC1O (stereo not given)
[7] CN/N=C/c1ncc(C(F)(F)F)cc1Cl
[8] CNC(=O)n1cc(-c2ccccc2)c(C)n1
[9] Oc1c(Cl)cc(Cl)cc1C1Nc2cc(Cl)c(C(F)(F)F)cc2N1 (stereo not given)
[10] Cc1ccc(C)n1-c1ccc(/C=C(/C#N)S(=O)(=O)C(C)(C)C)cc1
Screen / compound no.	6	7	8	9	10
KOR antag MB	-15	-5	-2	57*	7
luminol inh ctr	0	5	3	-1	-3
Nox1 inh	-40	-95	-48	16	9
rat GALR2 ag	-8	-5	-9	-8	-1
S1P1 ag	1	7	12	106*	0
PME-1 Maybr inh	2	-3	-2	-52	-2
TLR4 MyD88 blk	-10	8	0	-10	-8
NOTCH ag	-0.6	0.0	-0.2	-1.1	-0.4

[11] CC1=CS(=O)(=O)c2ccc(Cl)cc21
[12] COc1cccc(C2(C)C(C#N)C(=O)NC(=O)C2C#N)c1 (stereo not given)
[13] C=CCNC(=S)NNC(=O)c1oc2nc(-c3ccc(Cl)cc3)cc(-c3ccccc3)c2c1N
[14] O=C1NC(=S)S/C1=C\c1cc([N+](=O)[O-])ccc1Sc1ccc(C(F)(F)F)cn1
[15] CSc1ncccc1C(=O)c1c(C)[nH]n(-c2ccccc2)c1=O
Screen / compound no.	11	12	13	14	15
KOR antag MB	1	10	66*	12	0
luminol inh ctr	-1	-4	2	2	4
Nox1 inh	-13	22	4	20	8
rat GALR2 ag	-2	-3	-6	-3	-5
S1P1 ag	-3	2	-6	108*	-1
PME-1 Maybr inh	2	10	-4	-3	5
TLR4 MyD88 blk	3	7	-6	0	-13
NOTCH ag	0.6	0.5	-0.9	-0.2	-0.7

[16] O=C(NCCc1ccncc1)C(F)(F)F
[17] Cn1cnc(S(=O)(=O)N(Cc2ccccc2)Cc2ccccc2N2CCC(C(=O)O)CC2)c1
[18] O=C(OCc1c(F)cccc1Cl)c1ccc(Cl)cc1
[19] C=CCNc1nc(SCc2ccc(Cl)cc2)nc2sc3c(c12)CCN(C)C3
[20] Nc1[nH]nc2nc(-c3ccccc3)[nH]c(=O)c12
Screen / compound no.	16	17	18	19	20
KOR antag MB	10	-41	12	9	-3
luminol inh ctr	0	-6	3	-6	1
Nox1 inh	-63	16	-53	19	-28
rat GALR2 ag	-6	-7	-9	3	-1
S1P1 ag	1	8	-12	8	-17
PME-1 Maybr inh	2	8	-1	1	1
TLR4 MyD88 blk	1	0	5	-8	4
NOTCH ag	-0.6	0.1	-0.5	0.2	0.0

[21] O=C(O)C1CCC(c2ccc(Cl)cc2)CC1 (stereo not given)
[22] O=C1/C(=C/c2cccs2)CS/C1=C/c1cccs1
[23] NNC(=O)Cc1csc(-c2cccc(-n3cccc3)c2)n1
[24] CCOC(=O)NC(=O)/C(=C/NC(C)C)C(=O)OCC
[25] CC(=O)O[C@@H]1CSSC[C@H]1OC(C)=O
Screen / compound no.	21	22	23	24	25
KOR antag MB	11	6	5	6	-11
luminol inh ctr	-7	1	-1	2	-2
Nox1 inh	15	-18	18	-57	1
rat GALR2 ag	-5	-6	-2	-5	-5
S1P1 ag	5	0	-6	23	-16
PME-1 Maybr inh	6	-1	-4	-2	0
TLR4 MyD88 blk	4	0	-7	nt	-3
NOTCH ag	-6.5	-0.4	0.3	-0.4	-0.5

[26] Nc1nc(SCC(=O)c2ccc(Cl)cc2)n[nH]1
[27] O=C(NCCNc1nccc(C(F)(F)F)n1)C1CC1
[28] CCOC(=O)c1csc(C)n1
[29] NC(=S)c1ccc2nonc2c1
[30] O=C(N/N=C/c1ccccc1)/C(=C/c1ccccc1)NC(=O)c1ccccc1
Screen / compound no.	26	27	28	29	30
KOR antag MB	7	-1	-6	0	-5
luminol inh ctr	1	-8	-1	13	-3
Nox1 inh	20	5	-35	-18	3
rat GALR2 ag	0	-4	-1	-6	-8
S1P1 ag	13	6	-21	-1	-3
PME-1 Maybr inh	6	96*	2	0	2
TLR4 MyD88 blk	4	10	8	-3	-4
NOTCH ag	-0.1	0.6	-0.5	-0.3	-0.2

[31] N#CC(=S)Nc1ccc(F)cc1
[32] CCOC(=O)/C(C#N)=C/c1ccc(-c2nccs2)cc1C(C)(C)C
[33] O=C(O)c1nccnc1C(=O)NCc1csc2ccc(Cl)cc12
[34] O=[N+]([O-])c1ccc(-c2nc(-c3ccc(-c4csnn4)cc3)no2)cc1
[35] Cc1ccc(C2CC=CCC2[N+](=O)[O-])cc1 (stereo not given)
Screen / compound no.	31	32	33	34	35
KOR antag MB	9	-3	3	8	-1
luminol inh ctr	2	-1	-1	3	2
Nox1 inh	-24	8	-44	-61	-71
rat GALR2 ag	-6	-4	-1	-6	-5
S1P1 ag	2	-9	-5	-2	16
PME-1 Maybr inh	2	0	1	-3	-2
TLR4 MyD88 blk	-17	1	0	-6	9
NOTCH ag	-0.9	-0.6	0.3	0.5	-5.5

[36] O=C(NC(=O)N1CCN(c2ccc([N+](=O)[O-])cn2)CC1)c1c(F)cccc1Cl
[37] O=C(Nc1ccc(Cl)cc1)c1csc([N+](=O)[O-])c1
[38] COc1ccc(OC)c([N+](=O)[O-])c1N1CCOCC1
[39] CC(C)(C)OC(=O)N1CCN(CCNC(=O)c2ccccc2)CC1
[40] O=C(Nc1ccc(C(F)(F)F)cc1)c1ccc2c(c1)CCO2
Screen / compound no.	36	37	38	39	40
KOR antag MB	-14	14	8	3	12
luminol inh ctr	6	4	3	-7	0
Nox1 inh	-36	-33	-51	-15	13
rat GALR2 ag	-8	-6	-1	-4	4
S1P1 ag	-3	12	3	2	0
PME-1 Maybr inh	-1	4	0	4	-2
TLR4 MyD88 blk	10	0	5	1	-4
NOTCH ag	-0.2	-0.6	-0.3	0.7	-0.1

[41] COC(=O)c1csc2c(C(F)(F)F)cc(N3CCN(C(=O)c4ccco4)CC3)nc12
[42] CCOC(=O)N1CCC(N/C=C(\C#N)S(=O)(=O)c2ccc(Cl)cc2)CC1
[43] O=[N+]([O-])c1ccc(N2CCCC2)nc1
[44] Cn1nc(-c2ccc(C=N/C(C#N)=C(\N)C#N)s2)cc1C(F)(F)F
[45] O/N=C/C1=C(Cl)c2ccccc2CC1
Screen / compound no.	41	42	43	44	45
KOR antag MB	-4	5	9	18	16
luminol inh ctr	-3	-1	3	1	-13
Nox1 inh	19	0	-23	19	-41
rat GALR2 ag	-3	-4	-6	-9	-5
S1P1 ag	-4	3	2	16	-4
PME-1 Maybr inh	2	2	1	-16	-2
TLR4 MyD88 blk	-4	-3	3	-15	12
NOTCH ag	-0.3	-0.2	0.2	-0.7	-0.6

[46] Cc1c(C=Nc2ccc([N+](=O)[O-])cc2)sc2ccccc12
[47] CSc1c(C#N)c(-c2ccccc2)nn1CC(=O)NN
[48] CCOC(=O)c1cnn(C)c1NC(=O)C(Cl)Cl
[49] O=S(=O)(Cc1nnc(-c2cc(Cl)cc(Cl)c2)o1)c1ccc(Cl)cc1
[50] c1ccc2c3c([nH]c2c1)-c1nonc1CC3
Screen / compound no.	46	47	48	49	50
KOR antag MB	9	4	-16	-8	-16
luminol inh ctr	1	4	2	4	6
Nox1 inh	-12	-32	-47	-4	15
rat GALR2 ag	12	-6	-9	-2	-8
S1P1 ag	10	-6	3	-4	-12
PME-1 Maybr inh	1	-4	0	-1	1
TLR4 MyD88 blk	6	4	2	1	1
NOTCH ag	0.2	-0.2	-0.3	-0.5	-0.6

[51] Cc1ccc(NC(=O)Nc2c(C)noc2-c2cccs2)cc1
[52] COC(=O)c1ccsc1N1C(=O)C=C(C)C1=O
[53] NC(=O)C1CCN(CC(=O)Nc2ccccc2N2CCOCC2)CC1
[54] CC1CC(=O)Nc2ccccc2N1C(=O)c1cc(Cl)sc1Cl (stereo not given)
[55] O=C(NCc1ccc2c(c1)OCO2)NC1CCCCC1
Screen / compound no.	51	52	53	54	55
KOR antag MB	-23	-3	12	-14	-16
luminol inh ctr	-6	0	1	2	3
Nox1 inh	-24	-19	-63	-18	-22
rat GALR2 ag	-8	-3	-8	-9	-7
S1P1 ag	2	-9	-8	15	9
PME-1 Maybr inh	4	0	2	-2	5
TLR4 MyD88 blk	-4	8	6	-2	9
NOTCH ag	-0.4	-0.2	-0.5	-0.1	-0.5

[56] CN(C)c1ccc(C(=O)NNC(=O)/C=C/c2ccc3c(c2)OCO3)cc1
[57] COC(=O)C1SCCN1C(=O)c1ccc(Cl)cc1 (stereo not given)
[58] O=C(O)CCCNS(=O)(=O)c1ccc([N+](=O)[O-])cc1
[59] CCCCNC(=O)NS(=O)(=O)c1cc(Cl)sc1Cl
[60] COc1ccc(OC)c(C(=O)c2ccc(NC(=O)c3ccc(Cl)c(Cl)c3)cc2)c1
Screen / compound no.	56	57	58	59	60
KOR antag MB	5	12	11	-3	6
luminol inh ctr	-2	-5	-2	1	1
Nox1 inh	-11	-16	-6	-15	-15
rat GALR2 ag	-1	-2	-1	-5	-12
S1P1 ag	2	-10	0	13	-23
PME-1 Maybr inh	1	6	6	-4	-26
TLR4 MyD88 blk	6	-5	-5	2	-7
NOTCH ag	-0.7	-0.5	-0.5	-0.9	nt

[61] O=C(Nc1ccc2c(c1)OCCO2)c1cccnc1Sc1ccccc1
[62] Nc1ccccc1C(O)(Cc1ccccc1)c1ccccc1 (stereo not given)
[63] CCNC(=O)NC(=O)c1csc([N+](=O)[O-])c1
[64] CCCCOc1nc2c(c(=O)n(C)c(=O)n2C)n1Cc1ccc(Br)cc1
[65] CS/C(Nc1cccnc1)=C(/C#N)c1ccccn1
Screen / compound no.	61	62	63	64	65
KOR antag MB	-4	4	8	0	7
luminol inh ctr	0	-6	-1	4	8
Nox1 inh	-39	9	12	-18	-37
rat GALR2 ag	-4	-2	-9	-3	-6
S1P1 ag	-8	-6	-7	13	9
PME-1 Maybr inh	1	0	4	-6	0
TLR4 MyD88 blk	13	7	-11	5	11
NOTCH ag	-0.5	1.1	-0.3	-0.7	-0.7

[66] O=C(NCc1ccco1)C1CCN(c2nccc(C(F)(F)F)n2)CC1
[67] COC(=O)c1sc(SC)c(C#N)c1-c1cccc(C(F)(F)F)c1
[68] Cc1cccc(C)c1NC(=O)CSC(=O)c1cccs1
[69] O=C1CS/C(=C\C(=O)N2CCOCC2)N1
[70] NC(=O)c1ccccc1Sc1ccccc1[N+](=O)[O-]
[71] CCCCc1ccc(N=CNO)c(C)c1
[72] CCCSC(=S)c1c(C)[nH]n(-c2ccccc2)c1=O
[73] Cc1cn(S(=O)(=O)c2cn(C)nc2C(F)(F)F)nc1C(F)(F)F
Screen / compound no.	66	67	68	69	70	71	72	73
KOR antag MB	-2	-19	-13	-4	-11	4	-1	4
luminol inh ctr	1	-5	-2	78*	-1	-1	63	-3
Nox1 inh	13	24	-70	-6	-15	-6	6	14
rat GALR2 ag	-8	-8	-3	-5	-6	-8	-10	-4
S1P1 ag	2	16	-6	-9	0	4	75	10
PME-1 Maybr inh	-1	7	-1	3	1	-1	5	9
TLR4 MyD88 blk	-10	2	6	0	2	13	2	1
NOTCH ag	-0.5	-0.1	-0.2	nt	-0.2	-0.1	0.0	0.0

# Source: PubChem BioAssay (The Scripps Research Institute Molecular Screening Center)

# Compounds were not picked by outcome; any-hit rate near 4.8%.
